ELG1 genotox: inducers of genotoxicity in HEK293T ELG1-luciferase cells. Potency, µM (top dose mostly 46 µM), without a hit: top-dose activity change, positive = activation, usual class: activators. HEK293T ELG1-luciferase reporter, luminescence, 16 h. 1.3% of 330,000 active. AID 504466; further: % of control where 0% means no effect; nearly all actives have a fitted effect of over 60% in size
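Quantitative HTS format in 1536-well plates. HEK293T ELG1-luciferase reporter cells receive test compound and are incubated 16 hr at 37 °C, 5% CO2; ONE-Glo added, 30 min room temperature, then luminescence read.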
p53 reactivation: restores transcriptional activity of mutant p53 | H1299 p53-A138V BP100-luciferase reporter, luminescence, 24 h | Potency, µM (doses to about 92.2 µM), for the others: at the highest dose activity change, positive = activation, usual class: activators | 0.063% of 320,000 active | AID 504706; further: % of control where 0% means no effect; nearly all actives have a fitted effect of over 45% in size
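H1299 (p53-null), stable ts p53-A138V + BP100-Luc; 1000 cells/well, Opti-MEM/10% FBS; cpd 4 pt, 1:5; 24 h, 37 deg C, 5% CO2; detection reagent 10 min RT; luminescence.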
Gal4-VP16 FLuc: counter-screen for ROR gamma inhibitors: Gal4-VP16 reporter. AID 2546. 3.5% of 310,000 active. Drosophila S2 Gal4-VP16 UAS-luciferase, luminescence, 20 h. Potency, µM (doses to about 53.6 µM), for inactives: at the highest dose activity, negative = inhibition, usual class: inhibitors;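 further: Gal4-VP16 expression switched on by copper sulfate through the metallothionein promoter; on the % scale 0 is the no-effect control and ±100 the full control effect; nearly all actives have a fitted effect of over 50% in size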
FLuc modulator: counter-screen for miR-21 project: firefly luciferase inhibitors or activators. P08659. purified FLuc, Km substrates, luminescence inhibition. Potency, µM (doses to about 57.5 µM), for the others: top-dose activity change, negative = inhibition, usual class: inhibitors. 6.9% of 360,000 active;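 further: plate controls were vehicle for no effect and reference inhibitor for full effect; nearly all actives have a fitted effect of over 55% in size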
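Biochemical qHTS of compounds, final roughly 60 µM downward over six points, against 10 nM purified firefly luciferase using Km concentrations of substrates (10 uM D-luciferin, 10 uM ATP) in Tris acetate pH 7.5 buffer; luminescence output.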
NPC1 prom act: NPC1 promoter activation | Huh7 NPC1 promoter luciferase reporter, 24 h | Potency, µM (top dose mostly 9.22 µM), for inactives: at the highest dose activation, hits mostly activators | 2.4% of 320,000 active;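 further: % of control where 0% means no effect; nearly all actives have a fitted effect of over 60% in size; reporter is driven by a mutant NPC1 promoter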
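Quantitative HTS used a cell-based reporter: Huh7 cells stably bearing the NPC1 promoter upstream of luciferase were treated with compounds for 24 h, and promoter activation was read as luminescence.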
MLL CXXC-DNA inh: MLL CXXC-DNA interaction inhibition; Q03164; MLL-CXXC / FITC-HOXA9 DNA fluorescence polarization; Potency, µM (highest dose often 115 µM), for inactives: at the top dose activity change, negative = inhibition, most hits filed as inhibitors; 0.037% of 290,000 active; AID 2662; active means well fitted inhibition curve with a large enough effect in the polarisation, with a control signal flat, not every such curve was filed as active; inconclusive means small, poorly fitted or top-dose-only effect, or effect the other way, or a change in a side signal; inactive means no such curve, though single readings can be large or run the other way; the % refers to the polarisation
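Steps: dispense CXXC domain solution (7 uM) → pin compounds or unlabeled HOX-A9 DNA control → 5 min ambient → add FLSN-HOX-A9 solution (50 nM) → spin → 30 min ambient → fluorescence polarization. Tris pH 7.5/NaCl/DTT/BSA buffer.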
MBNL1-CUG inh: inhibitors of human MBNL1 binding to CUG repeat RNA; TR-FRET MBNL1-His/biotin-(CUG)12 binding, 665/545 ratio; Q9NR56; Potency, µM (doses to about 57.5 µM), without a hit: top-dose activity change, negative = inhibition, usual class: inhibitors; 0.036% of 280,000 active; AID 2675; active means well fitted inhibition curve with a large enough effect in the signal ratio, with a control signal flat, not every such curve was filed as active; inconclusive means small, poorly fitted or top-dose-only effect, or effect the other way, or a change in a side signal; inactive means no such curve, though single readings can be large or run the other way; the % refers to the signal ratio; further: on the % scale 0 is the no-effect control and ±100 the full control effect
Target sequence (Q9NR56 whole entry, looked up): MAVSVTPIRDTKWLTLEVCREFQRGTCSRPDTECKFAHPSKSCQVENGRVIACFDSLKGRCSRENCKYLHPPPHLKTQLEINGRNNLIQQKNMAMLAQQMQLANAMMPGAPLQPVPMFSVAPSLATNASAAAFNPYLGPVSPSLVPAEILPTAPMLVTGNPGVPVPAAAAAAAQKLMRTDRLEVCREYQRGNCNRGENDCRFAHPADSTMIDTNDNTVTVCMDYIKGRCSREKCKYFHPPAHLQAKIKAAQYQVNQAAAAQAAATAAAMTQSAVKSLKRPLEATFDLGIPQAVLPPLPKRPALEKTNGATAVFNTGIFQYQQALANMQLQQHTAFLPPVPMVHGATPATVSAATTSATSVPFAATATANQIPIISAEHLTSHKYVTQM
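His-tagged MBNL1 binding to biotinylated (CUG)12 RNA was measured by TR-FRET using terbium anti-His antibody (0.055 ng/ul final) and streptavidin-XL665 (5 nM final). Compounds were titrated 92 nM to 58 uM; 60 min at room temperature.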
uPA surface inh: blocks generation of uPA at the cell surface. cell surface uPA generation assay, qHTS. Potency, µM (titrated, usually from 38.3 µM), for inactives: top-dose activity change, negative = inhibition, usual class: inhibitors. 0.31% of 330,000 active. AID 540303; active means well fitted inhibition curve with a large enough effect; inconclusive means small, poorly fitted or top-dose-only effect; inactive means no such curve, though single readings can be large or run the other way; tested in mouse RAW 264.7 cells; further: on the % scale 0 is the no-effect control and ±100 the full control effect; nearly all actives have a fitted effect of over 55% in size
BRCA1 expr up: activators of BRCA1 expression; Potency, µM (doses to about 46.1 µM), without a hit: at the top dose activation, usual class: activators; 1.1% of 380,000 active; MCF7-BRCA1-FFLuc reporter, luminescence, 48 h; response scale: scaled: vehicle 0%, 10 µM genistein 100%; further: nearly all actives have a fitted effect of over 80% in size; some results filed as inactive show a strong effect at the top dose
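Luminescence from a BRCA1-driven firefly luciferase in MCF7 cells was read after 48 h compound exposure at 37 C. Data normalized against DMSO and a 10microM genistein activation control, then curve-fitted across the titration.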
Rab9 prom act: activators of Rab9 promoter | Potency, µM (titrated, usually from 9.22 µM), for the others: top-dose activation, negative = inhibition, most hits filed as activators | 2.8% of 320,000 active | AID 485297 | Huh7 Rab9 promoter-luciferase reporter, luminescence, 24 h; further: % of control where 0% means no effect; nearly all actives have a fitted effect of over 60% in size
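Promoter activation is measured as luciferase luminescence in Huh7 cells stably transfected with a Rab9 promoter–luciferase construct, following 24 h compound exposure at 37 °C and 10 min reagent incubation at ambient temperature.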
RORgamma inh: inhibitors of mouse ROR gamma transcriptional activity. Drosophila S2 Gal4-RORgamma UAS-luciferase reporter, 20 h. Potency, µM (doses to about 53.6 µM), for inactives: top-dose activity change, negative = inhibition, actives largely listed as inhibitors. 5.4% of 310,000 active; further: on the % scale 0 is the no-effect control and ±100 the full control effect; nearly all actives have a fitted effect of over 60% in size
Target sequence (P51450 whole entry, looked up, the tested form may be a part): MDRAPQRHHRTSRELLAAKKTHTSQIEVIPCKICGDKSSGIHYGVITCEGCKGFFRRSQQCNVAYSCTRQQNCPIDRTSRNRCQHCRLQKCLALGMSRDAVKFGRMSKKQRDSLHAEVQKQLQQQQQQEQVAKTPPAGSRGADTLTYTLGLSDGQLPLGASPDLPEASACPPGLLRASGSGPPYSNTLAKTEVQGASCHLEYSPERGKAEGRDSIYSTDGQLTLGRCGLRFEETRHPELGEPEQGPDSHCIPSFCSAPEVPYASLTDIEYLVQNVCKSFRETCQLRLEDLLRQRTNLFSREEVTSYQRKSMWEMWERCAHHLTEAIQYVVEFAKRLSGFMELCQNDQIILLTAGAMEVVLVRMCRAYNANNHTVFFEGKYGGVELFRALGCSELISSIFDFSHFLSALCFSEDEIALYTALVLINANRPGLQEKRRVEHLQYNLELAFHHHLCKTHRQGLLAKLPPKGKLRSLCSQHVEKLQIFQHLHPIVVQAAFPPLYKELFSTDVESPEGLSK
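ROR gamma transcriptional activity was tracked as Gal4-UAS luciferase output in stably transfected Drosophila Schneider cells, with compound added 1 hr before 700 uM copper sulfate induction and a 20 hr ambient-temperature incubation.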
Numbers without * were called inactive; ? = inconclusive; . = not tested or not shown; [ ] = remark or other dose. Unless noted, the call rests on the fitted dose curve; in most records, active means well fitted curve in the direction sought with a large enough effect; inconclusive means small, poorly fitted or top-dose-only effect, or another doubt; inactive means no such curve, though single readings can be large; an effect the other way counts as inactive or inconclusive. Potency means the concentration at half of the fitted maximal effect. These rows are one share of the data; rates above refer to the full screens.

Each structure is followed by: ELG1 genotox	p53 reactivation	Gal4-VP16 FLuc	FLuc modulator	NPC1 prom act	MLL CXXC-DNA inh	MBNL1-CUG inh	uPA surface inh	BRCA1 expr up	Rab9 prom act	RORgamma inh
COc1ccc(NC(=O)CNc2ccc(C#N)cc2)cc1
    -0.7%	-3.5%	-6.5%	3.2%	-2.7%	2.2%	-3.8%	3.6%	3.7%	16.6%	1.9%
CN(C)S(=O)(=O)c1cccc(NC(=O)COC(=O)c2cn(-c3ccccc3)nc2-c2ccccc2)c1
    -4.6%	1.8%	-9.0%	-24.3%	-5.4%	11.4%	-8.7%	4.2%	-26.6%	-3.6%	?
COC(=O)c1ccccc1NC(=O)C1CCCN(S(=O)(=O)c2ccccc2)C1 (stereo not drawn)
    -19.0%	2.6%	1.3%	-2.5%	-0.9%	-1.3%	0.1%	.	-29.0%	-4.5%	-26.0%
CCC(=O)NC(Nc1cc(C)ccn1)(C(F)(F)F)C(F)(F)F
    7.6%	2.5%	13.7%	0.5%	-0.7%	-2.5%	-16.9%	8.7%	-5.8%	7.7%	-5.5%
Cc1cc(Cl)ccc1OCC(=O)Nc1nc(-c2cccnc2)cs1
    13.7%	-1.3%	2.5%	-2.3%	-3.5%	-5.9%	17.1%	9.1%	-5.5%	8.9%	-11.5%
Cn1c(SCC(=O)c2ccccc2)nnc1-c1cnccn1
    ?	?	15.1%	?	?	-2.3%	-2.1%	0.5%	59.2%	3.16µM*	?
Cc1ccc(CNC(=O)C2CCC(=O)N(CCc3ccccc3)C2)s1 (stereo not drawn)
    0.0%[9.26 µM]	25.8%	-11.1%	?	-2.1%	-2.2%	-3.9%	7.3%	33.2%	18.7%	28.2%
COc1ccccc1NS(=O)(=O)c1ccc2nc(CCl)[nH]c2c1
    0.0%	-3.7%	?	1.0%	-9.9%	1.6%	-1.6%	-2.1%	-16.2%	-3.5%	11.2%
COc1cc(C(=O)OC2CCCCC2=O)cc(OC)c1C (stereo not drawn)
    1.5%	-6.9%	-4.5%	3.5%	-2.3%	4.8%	-5.2%	.	-30.2%	-3.4%	13.6%
CC1CCc2sc(NC(=S)NC(=O)c3ccccc3)c(C#N)c2C1 (stereo not drawn)
    9.7%	?	?	12µM*	?	5.9%	10.7%	-6.7%	44.2%	?	14.1µM*
CSc1nnc(N(CCC#N)CCC#N)s1
    -1.8%	-3.6%	-0.5%	-1.0%	-3.2%	-1.6%	-9.0%	2.5%	-5.4%	-1.0%	-14.9%
COc1cc2c(=O)n(Cc3ccccc3)c(=O)n(CC(=O)C(C)(C)C)c2cc1OC
    0.0%	-0.4%	-4.5%	-1.0%	-1.9%	-6.9%	-2.8%	2.6%	0.3%	0.0%	1.5%
CCOC(=O)c1c(NC(=O)COC(=O)c2cc(OC)c(OC)cc2[N+](=O)[O-])sc(C)c1CC
    -1.1%	-7.3%	3.1%	0.0%	-7.9%	-0.8%	15.9%	12.7%	-0.3%	-4.4%	-6.2%
COc1ccc(-c2[nH]n(-c3ccc([N+](=O)[O-])cc3)c(=O)c2C=NCc2ccccc2)cc1
    7.6%	0.4%	?	2.2%	-6.0%	13.2%	-0.5%	6.0%	-0.7%	-6.0%	-33.8%
O=C(O)CSc1c(O)c2ccccc2[nH]c1=O
    -1.6%	17.0%	-3.3%[10 µM]	-2.7%	-0.1%	-1.2%	8.4%	6.7%	5.2%	-1.3%	4.6%
Cn1c(=O)c2c(ncn2CC(=O)N2CCN(c3ccc(F)cc3)CC2)n(C)c1=O
    1.7%	3.2%	4.1%	1.3%	-4.9%	2.1%	0.4%	-1.1%	7.8%	-7.5%	6.5%
O=C1CCN(Cc2ccc(Br)cc2)CCN1[C@H](CO)c1ccccc1
    -0.6%	.	-3.0%	6.7%	1.3%	1.0%	-0.5%	-1.4%	11.6%	-4.8%	33.5%
CCc1ccc(NC(=O)c2cccc(C(=O)Nc3ccc(CC)cc3)n2)cc1
    5.9%	9.0%	0.9%	5.36µM*	8.6%	5.6%	-3.9%	-7.7%	-14.6%	15.6%	34.2%
COc1ccccc1NC(=O)c1ccc(-n2cncn2)nc1
    1.8%	-1.7%	0.0%	-0.4%	-1.9%	-0.2%	-7.4%	5.7%	22.7%	-1.2%	-9.4%
Cc1ccc(CNC(=O)CCCc2nc3ccccc3s2)cc1
    1.4%	4.8%	-22.2%	-9.5%	-2.0%	11.3%	-9.6%	9.1%	3.0%	-0.6%	25.4%
Cc1noc(/C=C/N(C)C)c1S(=O)(=O)N1CCCC(C(=O)Nc2ccc3c(c2)OCO3)C1 (stereo not drawn)
    4.9%	-2.4%	7.4%	3.7%	-4.2%	1.9%	-9.0%	?	0.1%	2.4%	-2.7%
CC1(C)CC(CCC(=O)Nc2ccccc2Cl)C(=O)O1 (stereo not drawn)
    -1.5%	0.8%	-5.3%	0.2%	1.2%	3.7%	-4.6%	.	-14.0%	2.3%	0.0%
C=CCn1c(CNC(=O)c2ccco2)nnc1SCC(=O)N1c2ccccc2Sc2ccccc21
    -6.2%	-2.0%	1.7%	0.5%	-0.2%	20.6%	-16.2%	.	-26.4%	5.7%	-14.4%
CCNc1nc(NC(C)C)nc(N(C#N)C(C)C(=O)N(CC)CC)n1 (stereo not drawn)
    2.1%	0.6%	0.3%	-1.6%	-0.1%	-9.5%	-3.3%	-4.1%	-23.4%	1.5%	7.9%
CCOc1ccc(C2=CSC3=NCCN23)cc1[N+](=O)[O-]
    9.6%	6.3%	-5.6%	4.0%	-1.2%	-18.6%	?	-4.4%	-25.5%	-2.1%	-6.7%
CC1CCCN(c2ccc(C(=O)OCn3nnc4ccccc4c3=O)cc2[N+](=O)[O-])C1 (stereo not drawn)
    -1.5%	-6.3%	-7.4%	3.3%	0.7%	19.5%	18.5%	-3.6%	15.8%	7.0%	4.7%
CCOC(=O)c1cc(S(=O)(=O)Nc2ccc(F)cc2F)cn1C
    -7.3%	-4.4%	-1.8%	1.1%	0.9%	-0.2%	0.0%	0.1%	-15.6%	-0.7%	2.3%
Nc1c(Cl)nc(-c2ccccc2)nc1Cl
    3.4%	5.8%	0.5%	-16.3%	0.2%	0.9%	2.1%	-4.3%	-36.0%	1.0%	-43.4%
CC(=O)c1c(C)[nH]c(C(=O)Nc2cc(C)ccc2C)c1C
    -0.8%	0.1%	-0.1%	-1.7%	5.0%	4.0%	-14.5%	5.3%	-17.6%	2.5%	-2.5%
COc1cccc2cc(-c3nc(-c4cccs4)cs3)c(=O)oc12
    ?	?	9.4%	5.36µM*	3.55µM*	3.1%	2.5%	2.2%	29.2%	3.55µM*	-25.7%
Cc1cc(N2CCN(C)CC2)nc2ccc(NC(=S)NCc3cccs3)cc12
    -5.2%	7.0%	1.9%	2.0%	-1.4%	-2.8%	0.0%	-4.4%	-26.7%	-5.0%	-21.3%
CCC(=O)Nc1ccc2c(c1)nc1n2CCN(CCOC)C1
    0.3%	-0.4%	9.6%	0.2%	4.9%	0.7%	8.8%	5.7%	-11.2%	3.6%	0.7%
COc1ccc2nc(N(CCN(C)C)C(=O)c3ccc4ccccc4c3)sc2c1
    0.8%	12.2%	0.5%	0.1%	-1.6%	2.3%	6.4%	-14.0%	-3.0%	-7.3%	3.1%
Cc1cc(C)nc(SCC(=O)c2cc3ccccc3oc2=O)n1
    -0.3%	9.6%	3.8%	-7.7%	1.7%	-21.4%	?	-5.3%	-10.9%	-0.8%	-4.0%
O=C(O)CCc1nnc(SCC(=O)Nc2ccc(Br)cc2)[nH]c1=O
    5.7%	1.4%	1.1%	?	-3.4%	-4.0%	0.9%	-1.6%	8.6%	-0.7%	5.2%
COc1ccc(C2NC3=C(CCCC3)C(C#N)(C#N)C2(C#N)C#N)cc1 (stereo not drawn)
    -5.1%	?	?	2.4%	-4.7%	63.1%[activator]	13.5%	.	.	-4.7%	-84.8%

Source: PubChem BioAssay (National Center for Advancing Translational Sciences (NCATS))
